Source: PubChem
ELG1 repair inh: ELG1-dependent DNA repair inhibition; HEK293T ELG1-luciferase reporter, luminescence, 16 h; DNA damage induced by 5-fluorouridine; Potency, µM (titrated, usually from 46.1 µM), for the others: top-dose activity change, negative = inhibition, actives largely listed as inhibitors; 330,000 tested, 2.3% active; AID 504467; note: potency is the fitted concentration of half-maximal effect; % is set by controls: 0 for no effect and ±100 for the full control effect; nearly all actives have a fitted effect of over 55% in size
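HEK293T cells expressing luciferase-tagged ELG1 (2,000/well) received 5-Fluorouridine plus compound or DMSO for 16 hr at 37 °C. Luciferase was read by ONE-Glo luminescence after 30 min at room temperature.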
MLL CXXC-DNA inh: blocks binding of human MLL CXXC domain to DNA; Q03164; MLL-CXXC / FITC-HOXA9 DNA fluorescence polarization; Potency, µM (doses to about 115 µM), for the others: at the top dose activity change, negative = inhibition, actives largely listed as inhibitors; 290,000 tested, 0.037% active; active = well fitted inhibition curve with a large enough effect in the polarisation, with a control signal flat, not every such curve was filed as active; inconclusive = small, poorly fitted or top-dose-only effect, or effect the other way, or a change in a side signal; inactive = no such curve, though single readings can be large or run the other way; the % refers to the polarisation; note: potency is the fitted concentration of half-maximal effect
Target sequence (Q03164 whole entry, looked up, the tested form may be a part): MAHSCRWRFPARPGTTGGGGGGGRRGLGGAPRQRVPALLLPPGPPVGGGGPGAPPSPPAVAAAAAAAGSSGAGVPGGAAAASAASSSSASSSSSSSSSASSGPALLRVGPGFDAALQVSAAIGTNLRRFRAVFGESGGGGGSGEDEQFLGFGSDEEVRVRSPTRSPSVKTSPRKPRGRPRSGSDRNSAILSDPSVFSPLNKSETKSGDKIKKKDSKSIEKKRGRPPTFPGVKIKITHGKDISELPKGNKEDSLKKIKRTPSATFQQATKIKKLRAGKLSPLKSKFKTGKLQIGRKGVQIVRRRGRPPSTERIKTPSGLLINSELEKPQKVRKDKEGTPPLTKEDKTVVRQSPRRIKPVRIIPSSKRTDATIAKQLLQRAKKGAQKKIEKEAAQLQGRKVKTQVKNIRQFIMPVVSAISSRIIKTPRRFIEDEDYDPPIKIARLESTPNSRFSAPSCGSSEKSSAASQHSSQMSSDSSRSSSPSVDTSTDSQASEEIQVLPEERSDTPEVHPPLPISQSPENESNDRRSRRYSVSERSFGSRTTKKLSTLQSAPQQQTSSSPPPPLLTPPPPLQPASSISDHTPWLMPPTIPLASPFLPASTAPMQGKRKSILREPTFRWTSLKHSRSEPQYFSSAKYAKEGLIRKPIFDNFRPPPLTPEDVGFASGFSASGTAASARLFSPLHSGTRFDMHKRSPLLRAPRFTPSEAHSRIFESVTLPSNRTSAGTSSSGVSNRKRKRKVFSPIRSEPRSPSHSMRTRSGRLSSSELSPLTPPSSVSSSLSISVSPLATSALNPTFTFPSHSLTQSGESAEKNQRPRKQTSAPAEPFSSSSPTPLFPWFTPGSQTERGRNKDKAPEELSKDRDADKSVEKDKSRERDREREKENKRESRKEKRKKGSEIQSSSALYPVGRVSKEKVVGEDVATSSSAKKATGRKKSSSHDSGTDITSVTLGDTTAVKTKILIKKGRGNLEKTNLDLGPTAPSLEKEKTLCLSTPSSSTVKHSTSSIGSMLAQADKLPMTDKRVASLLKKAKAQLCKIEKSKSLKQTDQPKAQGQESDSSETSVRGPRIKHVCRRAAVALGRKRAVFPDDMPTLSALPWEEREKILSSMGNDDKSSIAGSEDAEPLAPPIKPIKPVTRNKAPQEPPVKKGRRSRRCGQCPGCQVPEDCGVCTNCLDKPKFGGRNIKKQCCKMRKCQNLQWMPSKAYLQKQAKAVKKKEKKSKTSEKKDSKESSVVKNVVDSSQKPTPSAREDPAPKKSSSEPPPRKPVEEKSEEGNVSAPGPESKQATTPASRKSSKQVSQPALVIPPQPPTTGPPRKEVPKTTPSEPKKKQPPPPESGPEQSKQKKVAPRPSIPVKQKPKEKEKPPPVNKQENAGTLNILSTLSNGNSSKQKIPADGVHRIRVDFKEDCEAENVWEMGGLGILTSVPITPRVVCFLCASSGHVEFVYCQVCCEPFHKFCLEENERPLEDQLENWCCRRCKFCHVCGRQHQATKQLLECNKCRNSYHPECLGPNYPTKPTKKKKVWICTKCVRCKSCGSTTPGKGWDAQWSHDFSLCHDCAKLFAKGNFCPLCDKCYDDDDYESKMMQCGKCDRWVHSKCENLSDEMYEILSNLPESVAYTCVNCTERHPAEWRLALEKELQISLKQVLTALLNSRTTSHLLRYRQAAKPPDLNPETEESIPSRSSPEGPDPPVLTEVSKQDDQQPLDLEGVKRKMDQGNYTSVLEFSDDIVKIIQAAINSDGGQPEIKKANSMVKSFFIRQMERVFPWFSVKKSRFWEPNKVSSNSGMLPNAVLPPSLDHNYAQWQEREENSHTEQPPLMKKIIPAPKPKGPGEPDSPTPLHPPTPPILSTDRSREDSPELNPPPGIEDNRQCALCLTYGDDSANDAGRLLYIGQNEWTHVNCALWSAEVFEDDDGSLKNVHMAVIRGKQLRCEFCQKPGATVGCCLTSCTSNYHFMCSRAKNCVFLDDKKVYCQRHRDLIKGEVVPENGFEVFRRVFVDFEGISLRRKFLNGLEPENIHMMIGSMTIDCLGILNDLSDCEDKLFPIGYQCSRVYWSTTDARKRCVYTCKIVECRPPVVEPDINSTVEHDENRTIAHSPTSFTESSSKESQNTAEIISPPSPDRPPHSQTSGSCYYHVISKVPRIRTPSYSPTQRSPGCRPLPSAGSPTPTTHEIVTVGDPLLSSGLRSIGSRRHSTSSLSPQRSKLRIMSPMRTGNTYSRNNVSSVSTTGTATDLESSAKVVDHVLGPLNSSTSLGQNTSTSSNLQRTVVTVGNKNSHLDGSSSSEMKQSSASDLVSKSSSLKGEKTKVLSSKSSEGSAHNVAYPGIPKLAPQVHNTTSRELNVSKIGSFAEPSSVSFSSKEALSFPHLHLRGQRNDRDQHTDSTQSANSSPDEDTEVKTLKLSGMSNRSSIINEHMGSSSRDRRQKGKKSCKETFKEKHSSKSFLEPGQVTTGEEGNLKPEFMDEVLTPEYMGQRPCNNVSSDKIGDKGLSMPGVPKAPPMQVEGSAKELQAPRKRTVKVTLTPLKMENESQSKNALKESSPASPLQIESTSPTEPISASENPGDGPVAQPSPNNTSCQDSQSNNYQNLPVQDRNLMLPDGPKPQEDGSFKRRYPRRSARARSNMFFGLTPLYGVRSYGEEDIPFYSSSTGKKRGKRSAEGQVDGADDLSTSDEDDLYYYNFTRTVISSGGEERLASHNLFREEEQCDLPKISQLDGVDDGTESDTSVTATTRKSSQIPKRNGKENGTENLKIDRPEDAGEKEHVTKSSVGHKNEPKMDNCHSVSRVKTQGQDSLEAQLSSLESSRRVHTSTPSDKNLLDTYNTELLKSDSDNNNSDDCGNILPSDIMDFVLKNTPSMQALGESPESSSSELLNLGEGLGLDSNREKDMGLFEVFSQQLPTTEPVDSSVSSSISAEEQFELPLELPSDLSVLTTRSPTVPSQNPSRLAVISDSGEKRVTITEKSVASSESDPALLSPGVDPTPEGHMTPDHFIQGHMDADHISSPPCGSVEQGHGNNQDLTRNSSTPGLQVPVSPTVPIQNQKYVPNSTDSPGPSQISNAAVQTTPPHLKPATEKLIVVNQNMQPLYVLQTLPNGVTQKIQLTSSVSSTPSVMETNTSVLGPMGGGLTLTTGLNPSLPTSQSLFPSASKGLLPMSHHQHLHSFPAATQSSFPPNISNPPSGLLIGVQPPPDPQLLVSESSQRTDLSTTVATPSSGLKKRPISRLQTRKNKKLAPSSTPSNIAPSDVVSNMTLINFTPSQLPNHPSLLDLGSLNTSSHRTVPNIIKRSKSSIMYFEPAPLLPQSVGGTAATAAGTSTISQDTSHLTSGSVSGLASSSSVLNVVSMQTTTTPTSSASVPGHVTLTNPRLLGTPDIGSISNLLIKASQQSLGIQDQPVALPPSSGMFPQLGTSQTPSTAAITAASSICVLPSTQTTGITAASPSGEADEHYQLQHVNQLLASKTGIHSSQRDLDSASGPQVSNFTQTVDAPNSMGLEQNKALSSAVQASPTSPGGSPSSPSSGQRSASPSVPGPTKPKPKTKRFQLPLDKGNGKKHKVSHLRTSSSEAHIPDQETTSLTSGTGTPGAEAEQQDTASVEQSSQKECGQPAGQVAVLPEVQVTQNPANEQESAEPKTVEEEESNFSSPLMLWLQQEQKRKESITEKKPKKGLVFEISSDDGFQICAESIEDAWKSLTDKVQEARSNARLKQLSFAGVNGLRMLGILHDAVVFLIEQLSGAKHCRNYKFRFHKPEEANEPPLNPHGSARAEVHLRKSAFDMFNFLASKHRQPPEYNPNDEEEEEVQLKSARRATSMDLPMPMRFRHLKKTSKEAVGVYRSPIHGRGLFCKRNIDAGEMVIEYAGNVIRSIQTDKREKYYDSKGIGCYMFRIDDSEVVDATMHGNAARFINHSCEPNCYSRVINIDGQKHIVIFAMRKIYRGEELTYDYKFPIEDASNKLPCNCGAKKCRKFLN
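Steps: dispense CXXC domain solution (7 uM) → pin compounds or unlabeled HOX-A9 DNA control → 5 min ambient → add FLSN-HOX-A9 solution (50 nM) → spin → 30 min ambient → fluorescence polarization. Tris pH 7.5/NaCl/DTT/BSA buffer.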
A-T KAP1 phos: potential ataxia-telangiectasia treatment; 320,000 tested, 0.19% active; […] A-T fibroblasts, KAP-1 phosphorylation AlphaLISA; neocarzinostatin DNA damage 30 min before lysis; AID 485349; Potency, µM (series often up to 57.5 µM), for the others: top-dose activation, most hits filed as activators; note: potency is the fitted concentration of half-maximal effect; % of control where 0% means no effect; nearly all actives have a fitted effect of over 45% in size
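hTERT-immortalized A-T patient fibroblasts ([…]), 500 cells/well in OPTI-MEM, 1% FBS, got compounds for 60 min, then NCS for 30 min at 37C. Lysates were then assayed for phospho-KAP-1 by AlphaLISA (anti-pKAP1 donor, anti-KAP1 acceptor beads), 6 hr at 25C.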
BRCA1 expr up: activators of BRCA1 expression | MCF7-BRCA1-FFLuc reporter, luminescence, 48 h; response scale: scaled: vehicle 0%, 10 µM genistein 100% | Potency, µM (doses to about 46.1 µM), for the others: top-dose activation, most hits filed as activators | 380,000 tested, 1.1% active; note: potency is the fitted concentration of half-maximal effect; nearly all actives have a fitted effect of over 80% in size; some results filed as inactive show a strong effect at the top dose
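MCF7-BRCA1-FFLuc, 2000 cells/well; 2 h attach, 37 °C/5% CO2; compound 48 h; luciferase substrate 15 min; luminescence end-point. Norm. to genistein 10 microM max activation and DMSO; concentration-response curves fitted.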
B2AR arrestin: beta2AR (human) beta-arrestin recruitment activity | 330,000 tested, 0.02% active | P07550 | Potency, µM (top dose mostly 46.1 µM), for the others: at the top dose activation, usual class: activators | beta-arrestin recruitment to beta2AR, cell-based reporter;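 note: potency is the fitted concentration of half-maximal effect; 0% = DMSO controls and full agonism = EC100 isoproterenol or metaproterenol; nearly all actives have a fitted effect of over 65% in size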
a7 integrin act: activators of alpha7 integrin expression for muscular dystrophy; alpha7betagal myoblasts, beta-gal FDG fluorescence, 48 h; 350,000 tested, 0.064% active; AID 624291; Potency, µM (top dose mostly 38.3 µM), inactives show at the top dose activation, actives largely listed as activators;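 note: potency is the fitted concentration of half-maximal effect; 100% = response of the positive control SU9516; nearly all actives have a fitted effect of over 60% in size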
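alpha7betagal+/- myoblasts (passage 13, 250/well) treated 48 h at 37C with compounds at 1:260 dilution of DMSO stock. Lysed, then beta-galactosidase activity read as FDG fluorescence (ex 480/em 540) after 30 min, with pre-read for autofluorescence.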
TRPV1 ag: activates the human vanilloid receptor TRPV1. Q8NER1. TRPV1-expressing cells, Fluo-8 calcium influx, agonist mode. activation, % at 8.33 µM. 320,000 tested, 0.19% active. AID 540275; in the data active = activation above about 80%; inconclusive = between about 30% and that limit; note: 0% is about no effect
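TRPV1-expressing cells were cultured overnight at 35.5C and loaded with Fluo-8 calcium dye for 40 to 90 min at room temperature. After a 10 s baseline, compound was added and calcium influx was read kinetically for 3 min (ex 480/em 520 nm).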
PTAP TSG101 blk: blocks PTAP/TSG101 interaction to inhibit HIV-1 budding; Q99816; Potency, µM (highest dose often 115 µM), inactives show top-dose activity change, negative = inhibition, actives largely listed as inhibitors; Fluorescence polarization, FITC-PTAP peptide / Tsg101 binding; 340,000 tested, under 10 active; active = well fitted inhibition curve with a large enough effect in the main read-out, with a control signal flat, not every such curve was filed as active; inconclusive = small, poorly fitted or top-dose-only effect, or effect the other way, or a change in a side signal; inactive = no such curve, though single readings can be large or run the other way; note: potency is the fitted concentration of half-maximal effect; % of control where 0% means no effect
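Compounds were pin-transferred onto Tsg101 binding domain (10 uM final) in HEPES pH 7.5 buffer, then FITC-PTAP peptide was added at 50 nM final. After 20 min at RT, polarization reported peptide displacement across a qHTS concentration series.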
p53 reactivation: mutant p53 re-activation in reporter cells | H1299 p53-A138V BP100-luciferase reporter, luminescence, 24 h | Potency, µM (doses to about 92.2 µM), inactives show at the highest dose activity change, positive = activation, most hits filed as activators | 320,000 tested, 0.063% active; note: potency is the fitted concentration of half-maximal effect; % of control where 0% means no effect; nearly all actives have a fitted effect of over 45% in size
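H1299 (p53-null), stable ts p53-A138V + BP100-Luc; 1000 cells/well, Opti-MEM/10% FBS; cpd 4 pt, 1:5; 24 h, 37 deg C, 5% CO2; detection reagent 10 min RT; luminescence.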
TCR act: activators of T cell receptors | primary human leukocytes, anti-CD3, IL-2 HTRF, 48 h | AID 504894 | 330,000 tested, under 10 active | Potency, µM (top dose mostly 9.22 µM), without a hit: at the top dose activation of IL-2 secretion, most hits filed as activators; note: % of control where 0% means no effect
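IL-2 produced over 48 hr by a-CD3 bead-stimulated primary human leukocytes exposed to compounds was detected with a homogeneous time-resolved FRET immunoassay, 665nm acceptor signal after 320nm excitation.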
* = called active by the depositor; ? = inconclusive; · = not tested or not shown; [ ] = remark or other dose. Unless noted, calls come from the whole dose curve; as a rule, active = well fitted curve in the direction sought with a large enough effect; inconclusive = small, poorly fitted or top-dose-only effect, or another doubt; inactive = no such curve, though single readings can be large; an effect the other way counts as inactive or inconclusive.

Values run as follows: ELG1 repair inh | MLL CXXC-DNA inh | A-T KAP1 phos | BRCA1 expr up | B2AR arrestin | a7 integrin act | TRPV1 ag | PTAP TSG101 blk | p53 reactivation | TCR act
O=C(CSCc1c(F)cccc1Cl)NCc1ccco1
  0.0% | 2.8% | 0.6% | 13.8% | -0.3% | 1.6% | -1.0 | -2.2% | 10.1% | -0.5%
O=C(c1cccs1)N1N=C(c2ccc(O)cc2)CC1c1ccccc1 (configuration not stated)
  -8.8% | 0.4% | 2.2% | -33.0% | ? | -32.3% | 10.3 | -1.5% | -10.6% | 4.9%[46.1 µM]
COc1cc(N2CCCC2)c(OC)cc1/C=c1/sc2nc3ccccc3n2c1=O
  ? | 93.2%[activator] | -1.3% | · | 0.3% | · | 6.9 | · | 15.7% | ·
O=C(NCC(NS(=O)(=O)OCC(Cl)(Cl)Cl)c1ccccc1)C(F)(F)F (configuration not stated)
  -16.7% | -6.5% | -19.4% | -0.1% | -0.8% | 9.9% | -2.4 | · | 11.1% | -5.6%
CC(C)OCCCNC(=O)Cn1ccc2cc(S(=O)(=O)N3CCCCCC3)ccc21
  -5.8% | 23.1% | -1.2% | -6.6% | -0.3% | ? | -0.6 | 2.2% | -6.4% | -2.7%
CCCCCc1c(O)nc(SCCN(C)C)[nH]c1=O
  ? | 5.0% | -46.2% | 8.3% | -0.4% | 12.6% | 1.7 | -3.5% | 5.4% | 3.2%
Cc1ccc(SCC(=O)c2sc(-c3ccccc3)nc2C)cc1
  1.2% | -5.3% | 1.1% | 2.4% | -0.2% | -15.4% | 26.0 | -0.3% | 5.9% | -4.1%
COc1ccc(Cl)cc1-c1nc(-c2ccc(NC(=O)c3ccncc3)cc2)no1
  · | · | · | -15.6% | · | -7.9% | · | -1.4% | · | -21.4%
CCCn1nc(C(=O)OCC(=O)Nc2ccc(C)cc2)c2ccccc2c1=O
  -1.4% | · | 4.5% | -14.0% | -0.5% | -4.7% | · | 0.1% | 2.8% | -4.6%[46.1 µM]
Cc1cc(C)n(-c2nc3ccccc3nc2N2CCCC2)n1
  -0.3% | 0.3% | 3.2% | -27.1% | 0.2% | -3.9%[7.66 µM] | -3.9 | -4.0% | -3.7% | -5.5%
CCOC(=O)C1(C(=O)OCC)CCN(S(=O)(=O)c2ccccc2)CC1
  · | · | · | -2.6% | · | 14.6% | · | -3.2% | · | 2.0%
CN1C(=O)CSc2ccc(C(=O)O)cc21
  1.3% | 11.1% | -5.8% | 6.3% | 0.6% | 0.0% | 0.2 | -0.6% | 1.4% | -2.7%
COc1ccc(C)cc1CN1C(=O)c2ccccc2C1=O
  -7.3% | -1.2% | 3.4% | 26.9% | -0.2% | 12.8% | 3.4 | -3.5% | -0.1% | 0.4%
CSCC[C@H](NC(=O)OC(C)(C)C)C(=O)N/N=C/c1cccc2cccnc12
  ? | -4.1% | -2.2% | -34.7% | -0.6% | -45.7% | -1.7 | -3.8% | 3.6% | 0.3%
Cc1c(C)n(Cc2ccccc2)c2ncnc(NCCCN(C)C)c12
  -1.9% | 0.7% | -5.7% | 0.0% | -1.1% | -8.2% | 1.3 | -5.0% | -2.4% | -2.7%
COc1ccc(C2(C)NC(=O)N(CC(=O)Nc3cccnc3Cl)C2=O)cc1 (configuration not stated)
  -4.5% | 2.6% | 4.0% | -8.9% | -0.1% | 4.6% | -0.9 | -8.1% | 9.9% | ·
O=C(CC1=NCCNC(c2ccccc2)C1)c1ccccc1O (configuration not stated)
  ? | 3.4% | 5.9% | ? | -0.4% | -30.2% | 1.8 | -2.3% | ? | 4.3%
O=S(=O)(c1ccc(F)cc1)N1CC2CCCN2c2ccc(C(F)(F)F)cc21 (configuration not stated)
  -1.3% | 6.9% | 0.5% | -12.0% | 0.1% | 0.0% | 2.3 | -2.4% | -4.6% | -5.1%
CN(C)c1ccc(N2C(=NC(=O)c3ccccc3)SC3CS(=O)(=O)CC32)cc1 (configuration not stated)
  9.7% | 16.6% | -6.5% | 7.7% | 0.1% | 30.5% | -0.8 | -7.3% | -0.5% | 2.4%
CC(=O)c1sc(NC(=O)C2CC(=O)N(Cc3ccccc3)C2)nc1-c1ccccc1 (configuration not stated)
  -1.7% | · | 5.3% | -12.4% | -0.3% | -7.4% | 1.6 | -2.9% | -5.8% | -0.3%
Cc1ccc(Cn2c(SCC(=O)NCc3ccco3)nc3ccsc3c2=O)cc1
  6.6% | -0.5% | 7.2% | -23.5% | -0.6% | 10.9%[7.66 µM] | 2.6 | -2.2% | -0.7% | ·
O=C(/C=C/c1c(Cl)nc2ccccn12)N1CCN(c2ccccc2F)CC1
  0.0% | -9.8% | 7.8% | -1.1% | 0.1% | -30.6% | 8.2 | -4.5% | -1.1% | -0.9%
CCCCNC(=O)C1CCC(CNS(=O)(=O)c2c(C)cc(C)cc2C)CC1 (configuration not stated)
  -11.6% | 9.5% | 7.3% | -21.9% | -0.4% | -13.5% | 2.8 | -0.7% | -1.1% | 1.5%
O=[n+]1c2c(n([O-])c3c1CCCC3)CCCCC2
  -0.3% | 0.8% | 4.3% | -3.2% | -1.1% | 16.3% | 0.7 | -4.6% | -3.3% | -10.3%
COc1ccccc1CNC(=O)CSc1ccc(-c2ccncc2)nn1
  -13.2% | -5.0% | 4.0% | 1.1% | 0.6% | 23.7% | 4.7 | 1.9% | 0.5% | 6.0%
COc1cc(OC)c(OC)cc1/C=N/n1c(C)nc2ccccc2c1=O
  -3.7% | 0.2% | 5.1% | -1.6% | 1.1% | 6.7% | 0.7 | 1.2% | · | -0.9%
Cc1ccc(NC(=O)c2c(C)noc2C)cc1
  7.6% | 16.3% | -2.7% | -0.2% | -0.3% | 25.9% | -0.6 | -0.7% | 0.4% | -1.8%
COc1ccccc1N(Cc1ccccc1)S(=O)(=O)c1cccc(C(=O)N2CCCCC2)c1
  -26.1% | · | -5.3% | -36.4% | 0.3% | ? | · | 1.2% | -6.3% | 0.9%
C=C(CCO)C1=CCN(S(=O)(=O)C(C)(C)C)[C@H]1CCO
  · | · | · | -7.0% | · | -24.8% | · | 0.0% | · | -9.7%
CCOC(=O)c1ccc(NC(=O)CNS(=O)(=O)c2ccccc2)cc1
  -7.3% | 4.5% | · | -2.8% | -0.4% | 10.4% | 4.0 | 1.3% | -6.5% | 7.7%[46.1 µM]

Shown as labelled records: part of the list above.
> COc1cc(OC)c(OC)cc1/C=N/n1c(C)nc2ccccc2c1=O
  ELG1 repair inh = -3.7% | MLL CXXC-DNA inh = 0.2% | A-T KAP1 phos = 5.1% | BRCA1 expr up = -1.6% | B2AR arrestin = 1.1% | a7 integrin act = 6.7% | TRPV1 ag = 0.7 | PTAP TSG101 blk = 1.2% | p53 reactivation = · | TCR act = -0.9%

> Cc1ccc(NC(=O)c2c(C)noc2C)cc1
  ELG1 repair inh = 7.6% | MLL CXXC-DNA inh = 16.3% | A-T KAP1 phos = -2.7% | BRCA1 expr up = -0.2% | B2AR arrestin = -0.3% | a7 integrin act = 25.9% | TRPV1 ag = -0.6 | PTAP TSG101 blk = -0.7% | p53 reactivation = 0.4% | TCR act = -1.8%

Further compounds:
Values run as follows: ELG1 repair inh | MLL CXXC-DNA inh | A-T KAP1 phos | BRCA1 expr up | B2AR arrestin | a7 integrin act | TRPV1 ag | PTAP TSG101 blk | p53 reactivation | TCR act
COc1ccccc1OCc1nc(C#N)c(NCc2ccco2)o1
  8.0% | -9.3% | -2.4% | -1.8% | -0.4% | 0.0% | 10.8 | -1.8% | 5.7% | -1.7%
Cc1cc(=O)n2nc(N3CCCC3C(=O)Nc3ccccc3C)sc2n1 (configuration not stated)
  2.6% | · | -7.4% | 8.1% | -0.6% | 17.0% | 1.0 | -9.0% | · | -1.0%
Cc1ccc(S(=O)(=O)N2CCCC2CNC(=O)c2ccc3c(c2)OCO3)cc1 (configuration not stated)
  10.2% | · | 0.4% | -16.0% | 0.0% | 5.3% | 0.9 | -2.9% | -7.2% | -2.4%
COc1ccc(S(=O)(=O)NC2CC3CCC2C3)cc1Br (configuration not stated)
  -2.4% | 0.2% | 1.4% | -31.2% | -0.6% | 0.0% | 13.0 | -3.2% | ? | ·
O=C(c1cnc2ccc(Cl)cc2c1Cl)N1CCOCC1
  3.5% | -5.9% | 0.7% | -3.3% | -1.0% | -23.1% | -1.5 | -0.6% | 3.4% | -2.6%
Cc1cccc(/C=N/NC(=O)C2CCCNC2=O)c1 (configuration not stated)
  2.8% | 1.0% | -1.2% | 4.3% | -2.0% | 25.4% | -2.9 | -1.1% | 6.1% | 0.9%[46.1 µM]
O=C1[C@H]2C(c3ccccc3)=NN(c3ccccc3)[C@H]2C(=O)N1c1ccccc1
  ? | 4.9% | 18.7% | -11.6% | 0.1% | 20.4% | 3.0 | -0.7% | 8.9% | -1.3%
CC(C)c1cccc(C(C)C)c1NC(=O)COC(=O)[C@H](C)NC(N)=O
  23.8% | -6.2% | -0.8% | -1.7% | -0.5% | 1.4% | -4.4 | -0.2% | 0.0% | 4.5%

Random draw from the library; about 3.8% have a hit in one of these screens.
